BRCT PPI red: inhibitors of human BRCA1 BRCT-phosphoprotein interaction (red fluorophore); BRCT-phosphopeptide binding, red fluorescence polarization; 75,000 compounds, 0.03% hits; P38398; Potency, µM (highest dose often 76.9 µM), for the others: top-dose activity change, negative = inhibition, usual class: inhibitors; also: % is scaled to controls: 0 for no effect and ±100 for the full control effect
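Fluorescence polarization: 100 nM His-tagged BRCA1 BRCT with 100 nM TAMRA-labelled phospho-BACH1 decapeptide, phosphate buffer pH 7.3 with 150 mM NaCl, DTT, 0.01% Tween 20; 12 min RT. Binding inhibition seen as FP decrease.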
ALOX15 inhib: 15-hLO (ALOX15) enzyme inhibition; AID 887; P16050; 74,000 compounds, 1.4% hits; Potency, µM (top dose mostly 57.1 µM), for the others: top-dose activity change, negative = inhibition, most hits filed as inhibitors; purified 15hLO-1, xylenol orange hydroperoxide absorbance; also: potency is read from the fitted curve at half-maximal effect; % is scaled to controls: 0 for no effect and ±100 for the full control effect; nearly all actives have a fitted effect of over 55% in size
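Readout: Fe(III)-xylenol orange absorbance, 573-to-405 nm ratio as reaction progress. Enzyme 40 nM purified human 15hLO-1, substrate 50 uM arachidonic acid, 6 min RT after 15 min compound preincubation; Hepes pH 7.5 buffer with Triton X-100.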
CRE Fsk mod: CRE-bla signaling modulation under forskolin stimulation; CHO CRE-bla reporter (cAMP response element driving beta-lactamase), forskolin EC10, beta-lactamase ratio; Potency, µM (series often up to 38.2 µM), inactives show top-dose activity change, negative = inhibition, usual class: activators; 71,000 compounds, 2.5% hits; AID 662; active = well fitted activation curve with a large enough effect in the signal ratio, with a control signal flat, not every such curve was filed as active; inconclusive = small, poorly fitted or top-dose-only effect, or effect the other way, or a change in a side signal; the % refers to the signal ratio; also: potency is read from the fitted curve at half-maximal effect; % of control where 0% means no effect
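CRE-bla CHO cells stimulated with EC10 NKH 477 (water-soluble forskolin) and compound titrations, 3 h at 37C; beta-lactamase read with CCF4 after 2 h at room temperature. Activity from 460/530 nm emission ratio, AC50 values for positive or negative modulation.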
HADH2 inh: blocks human hydroxyacyl-CoA dehydrogenase type II; Q99714; Potency, µM (highest dose often 57.1 µM), inactives show at the top dose activity change, negative = inhibition, actives largely listed as inhibitors; 73,000 compounds, 3.4% hits; recombinant HADH2, NADH fluorescence, beta-hydroxybutyryl-CoA; AID 886; also: potency is read from the fitted curve at half-maximal effect; % is scaled to controls: 0 for no effect and ±100 for the full control effect; nearly all actives have a fitted effect of over 60% in size; many of its hits are not listed in these tables
Target sequence (Q99714 whole entry, looked up, one chain of several): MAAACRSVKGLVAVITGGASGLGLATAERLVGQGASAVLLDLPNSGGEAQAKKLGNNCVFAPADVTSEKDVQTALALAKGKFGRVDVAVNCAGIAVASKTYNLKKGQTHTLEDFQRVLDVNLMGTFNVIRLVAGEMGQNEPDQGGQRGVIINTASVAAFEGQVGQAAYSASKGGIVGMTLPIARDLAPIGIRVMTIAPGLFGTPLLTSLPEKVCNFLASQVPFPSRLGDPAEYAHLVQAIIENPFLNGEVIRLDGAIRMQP
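His-tagged recombinant enzyme from E. coli, 20 nM, preincubated 15 min RT with compound; reaction started with 1 mM NAD+ and 90 uM beta-hydroxybutyryl-CoA in 100 mM Tris-HCl pH 9.0. NADH fluorescence (ex 360/em 450) read over 4 min; last-minus-first difference.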
Epigenetic mod: epigenetic GFP locus derepression in mouse cells. mouse C127i GFP locus derepression, cytometry, 30 h. Potency, µM (series often up to 46.1 µM), without a hit: top-dose GFP derepression (activation). 68,000 compounds, 0.09% hits. AID 597; also: % of control where 0% means no effect
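Locus derepression in mouse mammary C127i cells whose integrated CMV-GFP reporter is normally silent; GFP expression after 30 h compound treatment was quantified by counting fluorescent cells.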
HBB splicing: alters splicing of the hemoglobin beta chain; 65,000 compounds, 0.06% hits; HBB splicing reporter cell assay, activation; EGFP reporter with mutant IVS2-654 intron; response scale: normalised to 500 nM splice-correcting PNA; Potency, µM (doses to about 46.1 µM), inactives show at the highest dose activation, most hits filed as activators; also: potency is read from the fitted curve at half-maximal effect; 0% is about no effect
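Compounds were applied for 2 days to HeLa EGFP-654 cells, 500/well in Optimem with 2% FCS. The reporter's EGFP is disrupted by mis-splicing of beta-globin intron IVS2-654. Readout: summed well GFP fluorescence from 488 nm laser scanning; reference was 500 nM antisense […] 654 PNA.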
BRCT inh green: inhibitors of human BRCA1 BRCT-phosphoprotein interaction (green fluorophore). P38398. BRCA1 BRCT-phosphopeptide binding, green fluorescence polarization. Potency, µM (highest dose often 76.9 µM), without a hit: at the highest dose activity change, negative = inhibition, actives largely listed as inhibitors. 75,000 compounds, 0.05% hits. AID 875;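 also: potency is read from the fitted curve at half-maximal effect; plate controls were peptide without protein for full effect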
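Compounds were incubated for 12 min at room temperature with a complex of 100 nM fluorescein-tagged pBACH1 decapeptide and 250 nM His-tagged BRCT protein. Buffer was phosphate pH 7.3 with EDTA, DTT and Tween 20. Disruption of binding lowers the polarization signal.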
USP2a inh: inhibitors of human ubiquitin-specific protease USP2a. O75604. USP2a enzymatic assay, qHTS inhibition. Potency, µM (titrated, usually from 38.3 µM), without a hit: top-dose activity change, negative = inhibition, hits mostly inhibitors. 60,000 compounds, 0.1% hits;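 also: potency is read from the fitted curve at half-maximal effect; nearly all actives have a fitted effect of over 60% in size; plate controls were DMSO for no effect and NEM full inhibition control for full effect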
Target sequence (O75604 whole entry, looked up): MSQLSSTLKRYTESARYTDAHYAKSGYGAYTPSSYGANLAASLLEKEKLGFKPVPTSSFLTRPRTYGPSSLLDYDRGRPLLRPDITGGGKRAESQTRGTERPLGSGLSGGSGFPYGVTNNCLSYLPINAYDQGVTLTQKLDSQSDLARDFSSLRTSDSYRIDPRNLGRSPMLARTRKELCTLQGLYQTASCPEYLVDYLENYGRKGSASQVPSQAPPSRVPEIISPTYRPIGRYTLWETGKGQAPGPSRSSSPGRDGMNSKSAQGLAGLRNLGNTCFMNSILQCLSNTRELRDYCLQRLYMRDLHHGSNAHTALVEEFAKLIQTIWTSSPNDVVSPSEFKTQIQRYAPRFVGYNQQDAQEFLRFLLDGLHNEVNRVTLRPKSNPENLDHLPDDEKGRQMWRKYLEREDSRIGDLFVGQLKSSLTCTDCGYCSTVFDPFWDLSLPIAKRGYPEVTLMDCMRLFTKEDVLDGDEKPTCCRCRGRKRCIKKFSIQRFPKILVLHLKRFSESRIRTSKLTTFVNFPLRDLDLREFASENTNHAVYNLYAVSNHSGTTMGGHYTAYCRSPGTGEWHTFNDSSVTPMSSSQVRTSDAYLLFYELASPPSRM
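Coupled readout: USP2-cleaved Ub-PLA2 (20nM final) turns over NBD C6-HPC (20uM final), Ex 460nm/Em 535nm after 2.5 h, time-zero read flagging artifacts. Enzyme (20nM final, pH 8.0 Tris) given 30 min RT with compound first; NEM defines full inhibition.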
Pol III holo inh: DNA polymerase III holoenzyme inhibition; AID 603; 71,000 compounds, 0.25% hits; Potency, µM (titrated, usually from 57.1 µM), inactives show at the highest dose activity change, negative = inhibition; reconstituted DNA polymerase III holoenzyme replication, biochemical; also: potency is read from the fitted curve at half-maximal effect; % is scaled to controls: 0 for no effect and ±100 for the full control effect
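Reconstituted *E. coli* holoenzyme (0.35 nM Pol III, 1 nM beta, 154 nM SSB, 2 nM primase) was preincubated with compound for 15 min at RT. Synthesis on 1.4 nM ssM13Gori ran 35 min, then was stopped with PicoGreen/EDTA and read as dsDNA fluorescence.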
Hsp90 Hop PPI: changes Hsp90-Hop TPR2A binding signal, up or down; 71,000 compounds, 0.44% hits; AID 595; AlphaScreen TPR2A-His6 binding biotin-Hsp90 C-terminal peptide; Potency, µM (highest dose often 57 µM), inactives show at the highest dose activity change, negative = inhibition; active = well fitted curve in either direction with a large enough effect; inconclusive = small, poorly fitted or top-dose-only effect, or another doubt; also: potency is read from the fitted curve at half-maximal effect; % is scaled to controls: 0 for no effect and ±100 for the full control effect; many of its hits are not listed in these tables
Ub-GFP proteasome: proteasome inhibitors stabilizing ubiquitin-GFP reporter; AID 526; 67,000 tested, under 10 active; Potency, µM (highest dose often 45.9 µM), for the others: at the highest dose activation (GFP accumulation), actives largely listed as activators; Ubiquitin-GFP reporter cells, proteasome inhibition, GFP fluorescence; response scale: untreated = 0%, 10 µM MG-132 = 100%; active = well fitted activation curve with a large enough effect, not every such curve was filed as active; inconclusive = small, poorly fitted or top-dose-only effect, or another doubt; inactive = no such curve, though single readings can be large or run the other way; also: potency is read from the fitted curve at half-maximal effect
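U2OS Ub(G76V)-GFP reporter; O/N plating, 0.5% FBS; cpd 46 uM–2.9 nM, 4 h, 37 °C; GFP+ cell count, 488/515 nm; norm. to basal vs 10 uM MG-132; CRC fit.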
Active calls of the source: *; ? = inconclusive; nt = no result given; [ ] = another dose, or the depositor's remark. Unless noted, calls follow the shape of the dose curve; as a rule, active = well fitted curve in the direction sought with a large enough effect; inconclusive = small, poorly fitted or top-dose-only effect, or another doubt; inactive = no such curve, though single readings can be large; an effect the other way counts as inactive or inconclusive. This is a subset; count on the stated rates, not on these rows.

Sequence of screens: ALOX15 inhib | HADH2 inh | USP2a inh | CRE Fsk mod | BRCT PPI red | HBB splicing | BRCT inh green | Pol III holo inh | Hsp90 Hop PPI | Epigenetic mod | Ub-GFP proteasome
> COc1cc(OC)nc(NC(=O)CSc2nc3ccccc3o2)n1
    2% | 4% | 14% | -2% | -0.6% | -0.2% | -0.7% | -3% | -1% | 0% | 3%
> COc1ccc(OC)c(NC(=O)Cn2cc(C(=O)c3ccco3)c3ccccc32)c1
    -14% | -4% | 19% | ? | -1.6% | 0.1% | 0.4% | 6% | ? | -3% | -2%
> CCOC(=O)N1CCN(C(=O)c2cc3c(ccc4ccccc43)oc2=O)CC1
    8% | ? | 15% | ? | -0.1% | -0.4% | -1.3% | -9% | 0% | 2% | 7%
> NC(=O)CCS(=O)(=O)c1ccccc1
    5% | 0% | -5% | -4% | -1.0% | -3.2% | 0.7% | -2% | -4% | -1% | 19%
> Oc1c(C(c2cccc(F)c2)N2CCN(Cc3ccccc3)CC2)sc2ncnn12 (configuration not stated)
    12% | 7% | nt | ? | -1.0% | -1.3% | 0.1% | 6% | -4% | nt | 6%
> COc1ccc(N2CCCn3c2nc2c3c(=O)n(CCN3CCOCC3)c(=O)n2C)cc1
    8% | -8% | 6% | ? | -0.2% | 2.4%[0.369 µM] | -0.8% | -14% | -3% | 0% | nt
> N#Cc1nc(-c2ccco2)oc1N1CCOCC1
    -10% | 25µM* | -1% | ? | -0.7% | 7.8%[0.369 µM] | 0.4% | -4% | -1% | -2% | -8%
> CC/C(=C(\c1ccccc1)c1ccc(OCCN(C)C)cc1)c1ccc(O)cc1
    -17% | -15% | nt | ? | -0.8% | -0.5% | -4.7% | -1% | -2% | nt | nt
> Cc1noc(C)c1CSCC(=O)N1CCN(c2ccc(F)cc2)CC1
    6% | 1% | 1% | 0% | 2.3% | -0.8% | -1.5% | -6% | -3% | 0% | -1%
> O=C(Cn1nnc(-c2ccccc2-n2cnnn2)n1)NCc1ccccc1
    2% | 0% | -6% | 1% | -0.5% | -8.3% | -3.2% | -6% | -1% | 1% | 2%
> Cc1noc(/C=C/N(C)C)c1S(=O)(=O)NC1CCCCC1
    -12% | -14% | -7% | 15% | -1.1% | 5.1% | 0.3% | -1% | -2% | 1% | 4%
> COc1ccc(CCNC(=O)CCN2C(=O)COc3ccccc32)cc1OC
    3% | 5% | -2% | 10% | 0.8% | -0.3%[57.5 µM] | -1.6% | -3% | -4% | 2% | 3%
> C[C@H](CCC(=O)O)[C@H]1CC[C@H]2[C@@H]3CC[C@@H]4C[C@H](O)CC[C@]4(C)[C@H]3C[C@H](O)[C@]12C
    -3% | -1% | nt | 11% | -0.2% | 0.1% | -0.7% | 1% | 1% | nt | nt
> CC(C(=O)O)n1nc2ccccc2n1 (configuration not stated)
    -11% | -2% | -16% | ? | 0.4% | 0.7% | -1.6% | -1% | -2% | 1% | -4%
> O=C(Nc1ccc2c(c1)OCCO2)C1CCCN1S(=O)(=O)c1ccc(Cl)cc1 (configuration not stated)
    2% | -8% | 9% | -12% | -0.6% | nt | -1.1% | -2% | -2% | -2% | 1%
> Cc1ccc(C(C(=O)NC2CCCCC2)N(C(=O)c2csnn2)C2CCCC2)o1 (configuration not stated)
    3% | 7% | 12% | -6% | -2.0% | -1.6% | -3.9% | -6% | -4% | 1% | 2%
> CC1CCC2(CC1)NC(=O)c1ccccc1O2 (configuration not stated)
    -1% | 5% | 13% | 9% | -0.4% | -1.2% | -0.8% | 0% | -4% | -1% | -3%
> C/C(=N\S(=O)(=O)c1ccc(C)cc1)N1CCN(S(=O)(=O)c2ccccc2)C1
    -7% | 4% | 3% | ? | -1.0% | -1.1% | -0.6% | -8% | -4% | -3% | 20%
> Cc1cccc(C)c1NC(=O)C1(NC(=O)C2CCCN2C(=O)OC(C)(C)C)CCCCC1 (configuration not stated)
    5% | 0% | 8% | ? | 0.0% | -1.6% | -0.2% | 4% | -2% | -2% | 0%
> COCCCNC(=O)C1CC(=O)N(Cc2ccc(OC)cc2)C1 (configuration not stated)
    7% | -2% | 9% | -8% | 1.5% | -0.5% | -1.3% | -2% | 2% | -1% | 23%

Rewritten tab-delimited: 3 of the compounds above
mol	ALOX15 inhib	HADH2 inh	USP2a inh	CRE Fsk mod	BRCT PPI red	HBB splicing	BRCT inh green	Pol III holo inh	Hsp90 Hop PPI	Epigenetic mod	Ub-GFP proteasome
C/C(=N\S(=O)(=O)c1ccc(C)cc1)N1CCN(S(=O)(=O)c2ccccc2)C1	-7%	4%	3%	?	-1.0%	-1.1%	-0.6%	-8%	-4%	-3%	20%
Cc1cccc(C)c1NC(=O)C1(NC(=O)C2CCCN2C(=O)OC(C)(C)C)CCCCC1 (configuration not stated)	5%	0%	8%	?	0.0%	-1.6%	-0.2%	4%	-2%	-2%	0%
COCCCNC(=O)C1CC(=O)N(Cc2ccc(OC)cc2)C1 (configuration not stated)	7%	-2%	9%	-8%	1.5%	-0.5%	-1.3%	-2%	2%	-1%	23%

(cont.)
Sequence of screens: ALOX15 inhib | HADH2 inh | USP2a inh | CRE Fsk mod | BRCT PPI red | HBB splicing | BRCT inh green | Pol III holo inh | Hsp90 Hop PPI | Epigenetic mod | Ub-GFP proteasome
> O=c1c2ccccc2oc2cc(O)c([C@@H]3COC[C@@H](CO)[C@@H](O)[C@@H](O)[C@H]3O)c(O)c12
    nt | -28% | nt | ? | nt | nt | nt | -27% | -16% | -2%[9.22 µM] | -2%
> O=C(CSc1nnc(Cc2cc(=O)[nH]c(=O)[nH]2)n1-c1ccc(F)cc1)N1CCCCC1
    3% | -8% | nt | 4% | -3.7% | -0.7% | -6.1% | -7% | -5%[2.3 µM] | nt | 7%
> CCOC(=O)CNC(=O)c1ccccc1Br
    11% | 9% | 1% | -12% | 0.1% | 1.4%[57.5 µM] | 0.3% | -1% | -3% | ? | 3%
> Cn1c(SCCOc2ccc(Cl)cc2)nnc1-c1ccncc1
    7% | 4% | 0% | 9% | -0.8% | 1.3% | -0.3% | 1% | -2% | 0% | -3%
> O=C(NCc1ccc2c(c1)OCO2)C1CC(=O)N(C2CCCC2)C1 (configuration not stated)
    10% | -1% | -9% | ? | 0.4% | -2.7% | -0.5% | -9% | -1% | 4% | -14%
> OC(COCc1cccs1)CN1CCN(c2ccccn2)CC1 (configuration not stated)
    -5% | -2% | 0% | -4% | 0.9% | 0.1%[57.5 µM] | -1.3% | -4% | -2% | 5% | 0%
> O=C(NCc1ccccn1)C1COc2ccccc2O1 (configuration not stated)
    -1% | 1% | -7% | 10µM* | -0.2% | -1.0% | -2.3% | -1% | -1% | 3% | 1%
> CCc1nnc(NCn2nc(C)cc2C)s1
    -5% | 7% | 4% | 0% | -1.0% | -0.3% | -6.3% | 4% | 2% | -2% | 6%
> Nc1nc2ccccc2[nH]1
    0% | -1% | nt | -16% | 1.5% | -1.0% | -1.4% | 2% | -1% | nt | nt
> O=C(c1ccc(S(=O)(=O)N2CCOCC2)cc1)N1CCN(c2ccccc2F)CC1
    2% | 23% | 11% | -3% | 0.5% | 0.3% | -2.2% | 0% | -1% | -2% | -1%
> COCCN(CCOC)Cc1c(C)[nH]c2ccccc2c1=O
    10% | -5% | -7% | 1% | -0.6% | -1.0% | -1.0% | -6% | -2% | 0% | -2%
> O=c1c(-c2cc(F)cc(F)c2)nc2cnc(N3CCOCC3)nc2n1CCc1ccccc1
    -11% | 6% | 83%[activator] | ? | 0.2% | 1.7% | -1.1% | -6% | -1% | -2%[9.22 µM] | -2%
> O=C(Nc1ccc2c(c1)OCCO2)c1cccc(S(=O)(=O)N2CCOCC2)c1
    0% | -1% | 6% | -1% | 1.0% | -4.5% | -1.8% | -2% | -4% | 1% | -8%
> O=C(CSc1nc2ccccc2s1)Nc1ncccn1
    10% | ? | 27% | -4% | -0.7% | -0.1%[0.369 µM] | 0.6% | 21% | 0% | 2% | nt
